# Abeta yeast res: qHTS for compounds that reverse cellular toxicity of Amyloid beta (A-beta) peptide in yeast: Primary Screen | yeast expressing A-beta42, growth rescue, OD600, 48 h; response scale: 0% DMSO, 100% iron-clioquinol control | Potency, µM (highest dose often 46.1 µM), inactives show at the top dose growth rescue, hits mostly activators | 410,000 compounds, 0.063% hits | AID 1347071, 2019; also: potency is read from the fitted curve at half-maximal effect; nearly all actives have a fitted effect of over 55% in size
#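 Yeast growth medium received pinned compounds, then yeast cells expressing toxic A-beta were added; plates incubated at 30 C for 48 hr. Growth read as absorbance at 600 nm, normalized to DMSO and equimolar FeCl3 plus clioquinol controls.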
# A549 viability: Nrf2 qHTS screen for inhibitors: counterscreen for cytotoxicity | A549 ARE-Fluc cells, CellTiter-Fluor viability, 18-24 h | Potency, µM (top dose mostly 46 µM), for inactives: at the top dose activity change, negative = cytotoxicity, usual class: inhibitors | 390,000 compounds, 0.16% hits; also: potency is read from the fitted curve at half-maximal effect; % is scaled to controls: 0 for no effect and ±100 for the full control effect
#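 Cytotoxicity counterscreen: CellTiter-Fluor fluorescence was measured in A549 ARE_Fluc cells after 18-24 h of compound exposure in a concentration series. The subsequent BugLite luminescent read reports ARE-luciferase activity.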
# HepG2 viability: qHTS for Inhibitors of TGF-b: Cytotox Counterscreen | HepG2 CAGA-GFP viability, ATP luminescence, 18 h | Potency, µM (doses to about 46.1 µM), for inactives: at the highest dose activity change, negative = cytotoxicity, actives largely listed as cytotoxic | 410,000 compounds, 0.76% hits; also: potency is read from the fitted curve at half-maximal effect; some results filed as inactive show a strong effect at the top dose
#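 CellTiter-Glo luminescence gave cytotoxicity after 18 hours at 37 degrees C. The cells were HepG2 CAGA-GFP in 1% FBS DMEM, stimulated with 500 pg/mL TGF-beta after compound addition. %Activity was normalised to no-cell wells (complete cell-killing) and DMSO (no toxicity), and curves were fitted and classified.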
# Akt phos inh: HTS Assay for Inhibitors of Akt Phophorylation: Primary Screen; Neuro2A IGF-stimulated pAkt S473 HTRF, 20 min; active compounds read low; activity change, % for hits at 50 µM; 360,000 compounds, 0.32% hits; AID 651550, 2012; in the data active = activity change below about -80%; inconclusive = mostly about -51% to -80%; also: % is scaled to controls: 0 for no effect and ±100 for the full control effect
#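 Single-point screen (50 µM final compound) in Neuro2A cells stimulated 20 min with 6 nM IGF at 37 deg C. After lysis, Ser473-phosphorylated Akt read by HTRF (ex 330 nm, em 615/665 nm) as the 665/615 ratio.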
# TGFb inhibitor: qHTS for Inhibitors of TGF-b; Potency, µM (top dose mostly 46.1 µM), for the others: at the highest dose activity, negative = inhibition, actives largely listed as inhibitors; 410,000 compounds, 1.2% hits; AID 588855, 2011; HepG2 CAGA-GFP TGF-b/SMAD3 reporter, GFP fluorescence, 18 h; TGF-beta stimulated, 500 pg/mL final; also: potency is read from the fitted curve at half-maximal effect; % is scaled to controls: 0 for no effect and ±100 for the full control effect; nearly all actives have a fitted effect of over 65% in size
#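 HEPG2 CAGA-GFP, 1000 cells/well; 2 h settle, 37 C; cpd via pin tool; TGF-b 500 pg/mL final; 18 h, 37 C; GFP imaging ex488/em500-530; %Activity normalised to -TGF-b and +DMSO controls; CRC fit, curve class.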
# Nrf2 ARE act: qHTS of Nrf2 Activators; AREc32 ARE-luciferase reporter (MCF7-derived line), luminescence, 24 h; Potency, µM (highest dose often 46.1 µM), inactives show at the top dose activation, actives largely listed as activators; 410,000 compounds, 0.31% hits; also: potency is read from the fitted curve at half-maximal effect; % of control where 0% means no effect; nearly all actives have a fitted effect of over 65% in size
#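 Cells of the AREc32 ARE-luciferase line are plated in OPTI-MEM containing 5% FBS and left overnight at 37 deg C. Compounds are pinned in, incubation continues 24 hr, and firefly luciferase signal is then measured.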
# CCT chaperon mod: High-Throughput Screening for Modulators of Cytosolic Chaperonin Activity | AID 651819, 2012 | 360,000 compounds, 0.3% hits | activity change, % (no concentration beside the values), hits read low | purified chaperonin ATPase assay, HTRF ADP detection, 30 min; in the data active = activity change below about -30%; also: % is scaled to controls: 0 for no effect and ±100 for the full control effect
#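 First, chaperonin was dispensed at 40 nM or 20 nM final depending on batch activity. Next, compounds were pinned at 76 uM and ATP added at 10 uM. After 30 min at 37 °C, ADP detection reagents ran 30 min at ambient temperature.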
# Nrf2 block: Nrf2 qHTS screen for inhibitors | AID 504444, 2011 | Potency, µM (titrated, usually from 46 µM), inactives show at the highest dose activity change, negative = inhibition, actives largely listed as inhibitors | 360,000 compounds, 2.1% hits | A549 ARE-Fluc reporter, luciferase luminescence, 18-24 h; also: potency is read from the fitted curve at half-maximal effect; % is scaled to controls: 0 for no effect and ±100 for the full control effect; nearly all actives have a fitted effect of over 60% in size
#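 In this cell-based qHTS, ARE-driven firefly luciferase in A549 cells reports Nrf2 activity; the luminescent signal after BugLite lysis is the measured value, with a prior CellTiter-Fluor read for cell health.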
# MmCpn inh: Inhibitors of TCP-1 ring complex (TRiC) of Methanococcus maripaludis (MmCpn): qHTS. Chaperonin Mm-Cpn (Methanococcus maripaludis). Potency, µM (doses to about 76.9 µM), for inactives: at the top dose activity, negative = inhibition, usual class: inhibitors. purified Mm-Cpn ATPase, ADP Transcreener TR-FRET. 330,000 compounds, 0.031% hits. AID 504842, 2011; also: potency is read from the fitted curve at half-maximal effect; % is scaled to controls: 0 for no effect and ±100 for the full control effect; nearly all actives have a fitted effect of over 80% in size
#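 Compound-treated chaperonin, 25 nM final, turns over 10 uM ATP at 37°C for 30 min following a 10 min preincubation; ADP generated competes with ADP-d2 for Eu-cryptate antibody, lowering FRET.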
# Active calls of the source: *; i = inactive; ? = inconclusive; / = no result given; & = joins results of further samples; [ ] = another dose, or the depositor's remark. Unless noted, calls follow the shape of the dose curve; as a rule, active = well fitted curve in the direction sought with a large enough effect; inconclusive = small, poorly fitted or top-dose-only effect, or another doubt; inactive = no such curve, though single readings can be large; an effect the other way counts as inactive or inconclusive. Hits appear at their usual frequency; 4.3% or so of the library scored in one or more.
SMILES,Abeta yeast res,A549 viability,HepG2 viability,Akt phos inh,TGFb inhibitor,Nrf2 ARE act,CCT chaperon mod,Nrf2 block,MmCpn inh
COc1ccc(CN2CCN(C(=O)c3ccc(CNS(=O)(=O)c4ccc(C)cc4)cc3)CC2)c(OC)c1OC,-17.8%,?,-1.1%,/,-17.0%,1.9%,-3.6,23.1%,-0.8%
O=C(NCC1CCCN1S(=O)(=O)c1ccccc1)C(=O)NC1CC1 (centres undefined),-1.2%,-4.4%,-36.0%,i,5.7%,-0.1%,0.8,-11.5%,-0.5%
COc1ccccc1CNS(=O)(=O)c1ccc(-c2cnc(C3CC3)o2)cc1,-24.7%,0.9%&-13.4%,28.7%&-25.3%,i,11.2µM*,3.4%&0.9%,-0.2,-5.0%,0.4%
COc1cccc(C2CC(c3cccs3)=NN2C(=O)CSc2nc3c(cnn3-c3ccc(F)cc3)c(=O)[nH]2)c1OC (centres undefined),-5.2%,-23.7%,-15.8%,i,0.7%,-0.5%,-0.4,?,0.5%
COc1ccc(/C=C2\SC(=S)N(CC(=O)Nc3nnc(C)s3)C2=O)cc1,0.6%,2.5%,2.4%,i,-0.8%,0.5%,-1.5,1.3%,0.4%
Cc1cc(C(=O)NC2CC(C)(C)Cc3c2cnn3-c2ccccc2)n[nH]1 (centres undefined),9.4%,-2.8%,-7.1%,i,1.3%,-0.4%,-0.8,13.6%,-0.5%
COc1cc(/C(O)=C(\C#N)c2nc3ccccc3[nH]2)cc(OC)c1OC,-8.8%,-5.4%,-27.7%,i,1.0%,3.4%,3.0,-7.0%,0.8%
COc1ccc(-n2c(-c3ccc(F)cc3)cnc2SCC(=O)NCc2ccco2)cc1,-10.4%,0.1%,-31.8%,/,-1.2%,7.1%,-27.9,-12.8%,-8.3%
O=C(COc1ccc(F)cc1)Nc1ccc(S(=O)(=O)N(Cc2ccccc2)c2ccccc2)cc1,-8.0%,-0.2%,-3.4%,/,-4.5%,3.3%,/,-28.2%,/
COC(=O)c1c(NC(=S)Nc2ccc(C(=O)N3CCOCC3)cc2)sc2c1CCC2,2.5%,12.2%,-0.8%,i,-0.5%,-0.2%,1.3,12.6%,-1.3%
COc1ccc(CNC(=O)C2CCCN2C(=O)Nc2cccc(Cl)c2)cc1 (centres undefined),1.4%,/,-0.6%,i,5.6%,0.1%,-1.4,/,/
CC(=O)c1ccc(OCCN2CCOCC2)cc1,-14.8%,-0.3%,-13.9%,i,2.2%,-0.4%,0.9,10.5%,-5.7%
CCOC(=O)c1cnc2ccc(C)cc2c1Nc1ccc(N2CCOCC2)cc1,-12.7%,-9.0%,-3.9%,i,-3.3%,2.7%,-2.2,?,-1.5%
CCOc1c(Cl)cc(C(=O)N(Cc2ccc(N(C)C)cc2)Cc2ccco2)cc1Cl,-10.4%,6.9%,-29.6%,/,/,0.4%,/,-27.7%,/
COc1ccccc1NC(=O)CN1C(=O)CSC(C)C1=O (centres undefined),8.7%,5.9%,-1.9%,i,1.1%,-0.4%,-0.2,8.8%,0.4%
CCn1c(C(=O)NCc2cc(Br)ccc2OC)cc2oc3ccccc3c21,-2.4%,0.0%,-31.8%,/,/,0.0%,/,?,/
CCOc1ccccc1N(CC(=O)NC1CCCCC1)C(=O)CCCC(=O)Nc1ccccn1,-0.4%,-5.2%,-0.1%,i,-0.8%,-0.5%,1.5,8.4%,1.3%
C/C(=N\NS(=O)(=O)c1ccccc1)c1ccc2c(c1)OCO2,-26.6%,1.7%,6.1%,i,9.8%,2.6%,1.0,?,-0.7%
Cc1nc2ccc(-c3ccccc3)cc2o1,23.9%,2.2%,13.0%,i,-6.9%,2.0%,3.1,/,1.1%
CCCCN(C(=O)c1cccc(C)c1)c1c(N)n(CCC)c(=O)[nH]c1=O,11.8%,0.6%,17.7%,i,-3.7%,-0.2%,1.9,?,2.1%
CNS(=O)(=O)c1cn(CC(=O)NCc2ccc(N(C)C)cc2)cc1S(=O)(=O)NC,-8.1%,-0.8%,1.0%,i,-0.2%,-0.4%,-13.0,8.1%,1.7%
COc1ccc(/C=C2\N=C(SC)N(c3ccccc3OC)C2=O)cc1,-9.9%,0.3%,-37.9%,i,-8.8%,-0.9%,0.5,?,0.3%
Cc1nc2ccccc2nc1N1CCCC1,-6.8%,0.3%,-4.0%,i,14.0%,2.9%,-0.4,6.8%,3.5%
O=C(COc1ccccc1)N1CCN(C(=O)Cc2ccccc2)CC1,15.6%[9.22 µM],-0.3%,0.2%,i,6.4%,0.3%,3.0,/,0.3%
CC(=O)Nc1nc(CCN2C(=O)c3ccccc3C2=O)cs1,-11.5%,-1.6%,-15.9%,i,-1.5%,-0.8%,-1.1,-8.6%,-6.8%
COc1ccc(-c2cc3cc(OC)c(OC)cc3c(C)n2)cc1,-7.0%,-5.2%,-17.0%,i,-25.8%,9.5%,1.1,16.4%,0.0%
Cc1ccc(/C=N/NC(=O)NC23CC4CC(CC(C4)C2)C3)o1,14.7%,-9.0%,12.3%,i,-1.2%,0.7%,-1.2,2.5%,-2.5%
COc1cc(CN(CCN(C)C)Cc2ccccc2)ccc1OCc1ccccc1,17.5%,5.3%,-49.1%,i,0.0%,7.0%,-1.1,6.4%,-4.3%
COC(=O)[C@@]12CCCCN1[C@H](c1ccc(-c3ccccc3)cc1)[C@@H]1C(=O)N(C)C(=O)[C@@H]12,-7.0%,0.9%,-27.5%,i,-5.4%,1.6%,0.0,?,1.2%
COC(=O)c1ccc(S(=O)(=O)NNC(=O)COc2ccc(C)cc2)cc1,8.4%,-2.0%,0.9%,i,?,-0.3%,-0.5,8.5%,?
Cc1ccc(C(=O)NCCNC(=O)c2ccco2)cn1,8.7%,11.2%,8.6%,i,31.0%[activator],-0.5%,-2.1,9.7%,-0.9%
Brc1ccc(-c2csc(N3CCc4ccccc4C3)n2)cc1,-1.3%,1.6%,-18.0%,i,1.9%,13.9%,0.9,4.2%,1.2%
O=C(c1ccccc1)c1coc(-c2ccccc2)c1,-7.9%,-2.3%,-15.2%,i,-4.5%,7.9%,-0.7,?,/
Cc1ccccc1C(=O)Nc1ccccn1,13.9%,-7.6%,0.2%,i,-4.4%,6.7%,-2.3,5.3%,/
CCOc1ccccc1C(=O)N(Cc1ccco1)Cc1ccccc1F,-6.0%,-3.4%,-26.6%,/,-3.1%,3.6%,/,-15.3%,/
Cc1ccc(N2CCN(C(=O)c3cnn(-c4ccc(C)c(C)c4)c3C3CCNCC3)CC2)c(C)c1,-10.0%,-19.3%,-90.5%,/,?,6.5%,/,-2.6%,/
CNC(=O)c1ccc(Nc2nnc(C)c3ccccc23)cc1,4.0%,-8.2%,-4.5%,i,13.3%,0.4%,-1.7,?,-1.0%
CCc1ccc(NC(=O)N2CCC(N3CCN(Cc4ccc(C)cc4)C(=O)C3=O)CC2)cc1,-9.7%,2.3%,1.1%,/,-23.4%,3.2%,/,/,/
Cc1c(C)n2c(SCC(=O)Nc3cccc4ccccc34)nnc2[nH]c1=O,-10.3%,7.5%,-0.9%,i,0.9%,0.3%,0.1,-3.4%,-8.9%
Cc1nn(-c2ccccn2)c2nc(-c3cccs3)cc(C(=O)N3CCOCC3)c12,14.8%,-2.3%,-4.8%,i,11.0%,-0.3%,-2.4,?,-4.2%
O=C(Nc1ccccc1-c1ccccc1)c1cc(C(F)(F)F)cc(C(F)(F)F)c1,-4.7%,2.1%,2.6%,i,?,0.0%,1.6,11.1%,0.6%
Cc1cc2[nH]c(=O)c(=O)[nH]c2cc1S(=O)(=O)NCc1ccccc1,/,-3.9%,-20.0%,i,-16.4%,-0.6%,-0.5,-4.5%,1.4%
CN(C)CCN(C(=O)c1ccc2c(c1)OCCO2)c1nc2cc3c(cc2s1)OCO3,2.5%,9.5%,-7.6%,i,0.2%,1.7%,-0.8,0.1%,1.0%
COc1ccc(OCCC(=O)c2ccc(OC)cc2)cc1,-18.4%,0.8%,-182.5%,i,?,10.4%,-0.2,10.9%,0.9%
CCn1c(SCC(=O)N2CCOCC2)nc2sc3c(c2c1=O)CCCC3,1.6%,1.6%,-3.8%,i,17.0%,2.8%,-6.6,/,1.4%
COc1ccc(C(NC(=O)c2cc(OC)ccc2OC)c2ccccc2)cc1 (centres undefined),-5.0%,2.1%,-1.8%,i,-25.0%,0.3%,-0.5,?,-0.1%
O=C(NCCc1ccccn1)c1c(-c2ccccc2)sc2ccccc12,8.4%,6.9%,-19.5%,i,?,8.0%,-2.1,8.3%,?

# 3 structures out of the list, ordered by SMILES length, falling.
SMILES,Abeta yeast res,A549 viability,HepG2 viability,Akt phos inh,TGFb inhibitor,Nrf2 ARE act,CCT chaperon mod,Nrf2 block,MmCpn inh
CCn1c(SCC(=O)N2CCOCC2)nc2sc3c(c2c1=O)CCCC3,1.6%,1.6%,-3.8%,i,17.0%,2.8%,-6.6,/,1.4%
O=C(NCCc1ccccn1)c1c(-c2ccccc2)sc2ccccc12,8.4%,6.9%,-19.5%,i,?,8.0%,-2.1,8.3%,?
COc1ccc(OCCC(=O)c2ccc(OC)cc2)cc1,-18.4%,0.8%,-182.5%,i,?,10.4%,-0.2,10.9%,0.9%

# Source: PubChem BioAssay (National Center for Advancing Translational Sciences (NCATS))
